DT40 TDP1 CPT: qHTS for Inhibitors of human tyrosyl-DNA phosphodiesterase 1 (TDP1): qHTS in cells in presence of CPT; 420,000 tested, 12% active; Potency, µM (titrated, usually from 46.2 µM), for the others: at the top dose activity change, negative = growth inhibition, most hits filed as inhibitors; chicken DT40 Tdp1-/-;hTDP1 cells + 20 nM CPT, ATP luminescence, 48 h; also: nearly all actives have a fitted effect of over 55% in size
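Cell growth measured by CellTiter-Glo luminescence after a minimum 48 h, 37 C compound exposure with 20 nM CPT in Tdp1-knockout DT40 cells stably expressing hTDP1, seeded 400/well; qHTS titration format.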
TDP1 cell noCPT: qHTS for Inhibitors of human tyrosyl-DNA phosphodiesterase 1 (TDP1): qHTS in cells in absence of CPT; AID 686978, 2013; Potency, µM (series often up to 46.2 µM), for inactives: at the top dose activity change, negative = growth inhibition, most hits filed as inhibitors; 420,000 tested, 15% active; DT40 Tdp1-/- hTDP1 cells, no CPT, ATP luminescence, 48 h; also: nearly all actives have a fitted effect of over 55% in size
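Chicken DT40 Tdp1-/- cells complemented with human TDP1, screened without camptothecin (DMSO vehicle only), 400 cells/well. Compounds pin-transferred, cells incubated at 37 °C for at least 48 hr. Growth read as ATP-dependent luminescence (CellTiter-Glo, 30 min at RT).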
GCN5L2 inh: qHTS Assay for Inhibitors of GCN5L2; GCN5L2 HAT assay, ThioGlo1 CoA-SH fluorescence; 390,000 tested, 0.21% active; AID 504327, 2011; Histone acetyltransferase KAT2A (Homo sapiens), Q92830; Potency, µM (titrated, usually from 58.9 µM), for inactives: at the top dose activity change, negative = inhibition, hits mostly inhibitors
Target sequence (Q92830 whole entry, looked up): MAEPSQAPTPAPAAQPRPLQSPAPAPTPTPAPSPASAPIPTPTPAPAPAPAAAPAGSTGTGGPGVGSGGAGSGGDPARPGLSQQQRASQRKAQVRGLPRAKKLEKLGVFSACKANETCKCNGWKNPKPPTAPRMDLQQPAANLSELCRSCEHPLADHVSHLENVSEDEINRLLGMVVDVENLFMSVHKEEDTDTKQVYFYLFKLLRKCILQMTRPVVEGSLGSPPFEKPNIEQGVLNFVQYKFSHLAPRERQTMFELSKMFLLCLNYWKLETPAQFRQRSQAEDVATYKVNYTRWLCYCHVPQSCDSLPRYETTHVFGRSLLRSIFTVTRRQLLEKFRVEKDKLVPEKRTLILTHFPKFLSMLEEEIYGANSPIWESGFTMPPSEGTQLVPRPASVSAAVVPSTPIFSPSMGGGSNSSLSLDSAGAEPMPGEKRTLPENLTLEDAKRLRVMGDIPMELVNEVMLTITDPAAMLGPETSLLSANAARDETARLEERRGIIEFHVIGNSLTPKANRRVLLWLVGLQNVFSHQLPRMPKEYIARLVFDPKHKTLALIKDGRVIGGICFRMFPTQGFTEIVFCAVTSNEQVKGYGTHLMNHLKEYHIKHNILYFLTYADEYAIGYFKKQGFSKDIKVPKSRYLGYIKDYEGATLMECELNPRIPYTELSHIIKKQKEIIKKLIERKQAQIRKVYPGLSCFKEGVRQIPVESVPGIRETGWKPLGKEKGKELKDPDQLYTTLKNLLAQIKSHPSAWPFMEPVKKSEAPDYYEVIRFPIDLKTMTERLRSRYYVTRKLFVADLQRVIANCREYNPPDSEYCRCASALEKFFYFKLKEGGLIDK
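ThioGlo1-coupled HAT assay: 20nM GCN5L2, 70uM acetyl-CoA, 75uM H3(1-25) peptide, pH 7.5. Fluorescence read at 340/540nm at start and after 20 min at room temperature.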
Active calls of the source: *; [ ] = dose if it differs, or a comment. Calls follow the shape of the dose curve; as a rule, active = well fitted curve in the direction sought with a large enough effect; inconclusive = small, poorly fitted or top-dose-only effect, or another doubt; inactive = no such curve, though single readings can be large; an effect the other way counts as inactive or inconclusive. % is scaled to controls: 0 for no effect and ±100 for the full control effect; potency is read from the fitted curve at half-maximal effect. This is a subset; the hit share may differ from the screen's.

`CCc1cccc(NC(=S)Nc2cccc3ccccc23)c1` gave DT40 TDP1 CPT -24%, TDP1 cell noCPT -18% and GCN5L2 inh -3%.
`OC(CN1CCCC1)Cn1ccc2ccccc21` (centres undefined) gave DT40 TDP1 CPT -3%, TDP1 cell noCPT -16% and GCN5L2 inh -17%.
For O=S(=O)(Nc1ccccc1Cl)c1ccc(-c2ccccn2)s1 the results were DT40 TDP1 CPT 3% and TDP1 cell noCPT -17%.
O=C(CCN1C(=O)/C(=C/c2ccccc2)SC1=S)Nc1cccnc1 was read as DT40 TDP1 CPT -5%, TDP1 cell noCPT inconclusive and GCN5L2 inh -7%.
`COc1ccc2nc(NC(=O)CSc3nnnn3C)sc2c1` gave DT40 TDP1 CPT -3%, TDP1 cell noCPT -26% and GCN5L2 inh -15%.
Screening CCOC(=O)c1nnn(-c2nonc2N)c1CS(=O)(=O)c1ccccc1 returned DT40 TDP1 CPT 0%, TDP1 cell noCPT -5% and GCN5L2 inh 1%.
For O=C(CN1C(=O)/C(=C/c2ccc(Cl)cc2)SC1=S)NC1C=CS(=O)(=O)C1 (centres undefined) the results were DT40 TDP1 CPT 6.5µM*, TDP1 cell noCPT 5.8µM* and GCN5L2 inh -4%.
Screening Cc1ccccc1NC(=O)CC1SC(=O)N(c2ccccc2)C1=O (centres undefined) returned DT40 TDP1 CPT 6.5µM*, TDP1 cell noCPT 4.6µM* and GCN5L2 inh -3%.
Cc1nn(Cc2c(F)c(F)c(F)c(F)c2F)c(C)c1NC(=O)c1c([N+](=O)[O-])cnn1C was read as DT40 TDP1 CPT 13µM*, TDP1 cell noCPT 12µM* and GCN5L2 inh -5%.
For Cc1cccc(N2C(=O)N(c3ccccc3C)C3CS(=O)(=O)CC32)c1 (centres undefined) the results were DT40 TDP1 CPT 5% and TDP1 cell noCPT -18%.
For COc1ccc(S(=O)(=O)N2CCC(C(=O)NCc3cccnc3)CC2)cc1Cl the results were DT40 TDP1 CPT 2%, TDP1 cell noCPT -8% and GCN5L2 inh -6%.
`Cc1ccc(OCCOCCn2cnc3ccccc3c2=O)c([N+](=O)[O-])c1` gave DT40 TDP1 CPT -18%, TDP1 cell noCPT inconclusive and GCN5L2 inh -2%.
For CC1(C)CC2(CCCN3C(=O)CSC32)CCS1 (centres undefined) the results were DT40 TDP1 CPT 4%, TDP1 cell noCPT -22% and GCN5L2 inh -4%.
For O=C(NCC(c1ccco1)N1CCCCC1)c1cnc(Cl)c(Cl)c1 (centres undefined) the results were DT40 TDP1 CPT inconclusive, TDP1 cell noCPT inconclusive and GCN5L2 inh -2%.
Screening CCCN(C(=O)c1cc2c(=O)oc3ccc(C)cc3c2s1)c1ccc(OCC)cc1 returned DT40 TDP1 CPT -24%, TDP1 cell noCPT -17% and GCN5L2 inh -7%.
Screening C[C@@H]1CN([C@H](C)CO)C(=O)c2cc(NC(=O)Nc3ccc(F)cc3)ccc2O[C@@H](C)CCCCO[C@H]1CN(C)S(=O)(=O)c1ccc(Cl)cc1 returned DT40 TDP1 CPT 26µM* and TDP1 cell noCPT inconclusive.
For CC(=O)c1c(C)nc(-c2ccc(Cl)cc2)nc1N=CN(C)C the results were DT40 TDP1 CPT -1%, TDP1 cell noCPT -19% and GCN5L2 inh -8%.
Screening O=C(Nc1ccc(Cl)cc1)c1ccc2ncsc2c1 returned DT40 TDP1 CPT -5%, TDP1 cell noCPT -20% and GCN5L2 inh 0%.
Screening CC(OC(=O)C1CCN(c2ccc(C(F)(F)F)cn2)CC1)C(=O)Nc1cccc([N+](=O)[O-])c1 (centres undefined) returned DT40 TDP1 CPT inconclusive, TDP1 cell noCPT -30% and GCN5L2 inh -14%.
For Cc1cc(C)n(-c2cccc3cccnc23)n1 the results were DT40 TDP1 CPT -2%, TDP1 cell noCPT -13% and GCN5L2 inh -2%.
Screening CCN(CC)C(=O)C1=C(C)N(CCCN2CCCC2=O)C(=O)C(CC(=O)NC2CCCC2)C1 (centres undefined) returned DT40 TDP1 CPT -7% and TDP1 cell noCPT -3%.
`COc1ccccc1CNS(=O)(=O)c1ccc(S(=O)(=O)NC2CC2)cc1` gave DT40 TDP1 CPT 3%, TDP1 cell noCPT -19% and GCN5L2 inh -7%.
`Cn1nc(C(C)(C)C)c([N+](=O)[O-])c1C(=O)Nc1cccc2ccccc12` gave DT40 TDP1 CPT inconclusive, TDP1 cell noCPT inconclusive and GCN5L2 inh -5%.
O=C(NC1=NCCS1)c1ccccc1Cl was read as DT40 TDP1 CPT 0%, TDP1 cell noCPT 7% and GCN5L2 inh 1%.
Screening O=C(c1ccc(COc2ccc(Cl)cc2)o1)N1CCN(Cc2ccc3c(c2)OCO3)CC1 returned DT40 TDP1 CPT inconclusive, TDP1 cell noCPT 11µM* and GCN5L2 inh -16%.
For CCc1ccc(S(=O)(=O)c2cnc3ccc(OC)cc3c2N2CCCC(C)C2)cc1 (centres undefined) the results were DT40 TDP1 CPT 16µM*, TDP1 cell noCPT inconclusive and GCN5L2 inh -12%.
`CCn1cc(C(=O)N2CCN(c3cc(Cl)ccc3C)CC2)c(=O)c2cc(S(=O)(=O)N3CCCCC3)ccc21` gave DT40 TDP1 CPT inconclusive, TDP1 cell noCPT inconclusive and GCN5L2 inh -7%.
Screening NC(=O)c1c(NC(=O)C(=O)N2CCOCC2)sc2c1CCC2 returned DT40 TDP1 CPT -2%, TDP1 cell noCPT 20% and GCN5L2 inh -7%.
Screening N#Cc1ccccc1OCCCN1CCC(C(O)(c2ccccc2)c2ccccc2)CC1 returned DT40 TDP1 CPT 18µM* and TDP1 cell noCPT inconclusive.
For CS(=O)(=O)N1CCN(C(=S)NCc2ccc(F)cc2)CC1 the results were DT40 TDP1 CPT -5%, TDP1 cell noCPT -9% and GCN5L2 inh 2%.
`Cc1cc(Cl)c2ccc(Cl)cc2n1` gave DT40 TDP1 CPT -5%, TDP1 cell noCPT -14% and GCN5L2 inh -11%.
Screening COc1ccc(-c2nnc(SCC(=O)NCCc3ccccc3)nc2-c2ccc(OC)cc2)cc1 returned DT40 TDP1 CPT inconclusive, TDP1 cell noCPT inconclusive and GCN5L2 inh -5%.
O=S1(=O)C=CC(Nc2cccc(Cl)c2)C1 (centres undefined) was read as DT40 TDP1 CPT -14%, TDP1 cell noCPT -18% and GCN5L2 inh -2%.
`CCn1c(=O)n(C)c2c(=O)n(C)c(=O)n(C)c21` gave DT40 TDP1 CPT 3% and TDP1 cell noCPT -5%.
For Cc1nc2cnc(N3CCN(C)CC3)nc2n(Cc2cccs2)c1=O the results were DT40 TDP1 CPT inconclusive, TDP1 cell noCPT -45% and GCN5L2 inh -16%.
`CC(c1cccs1)N(C(=O)Nc1ccccc1)C1CCCCC1` (centres undefined) gave DT40 TDP1 CPT 16µM*, TDP1 cell noCPT 14µM* and GCN5L2 inh 0%.
Screening COc1ccccc1C(=O)OCc1cc(=O)n2c(C)csc2n1 returned DT40 TDP1 CPT 4%, TDP1 cell noCPT -29% and GCN5L2 inh -4%.
Cc1ccc(NC(=O)c2cnccn2)cc1C was read as DT40 TDP1 CPT 7%, TDP1 cell noCPT 6% and GCN5L2 inh -7%.
O=C(NCc1ccco1)c1ccccc1O was read as DT40 TDP1 CPT -5%, TDP1 cell noCPT -28% and GCN5L2 inh -4%.
For O=C(NCc1ccco1)Nc1ccc(Br)cc1Cl the results were DT40 TDP1 CPT -10%, TDP1 cell noCPT -21% and GCN5L2 inh -5%.
Screening COc1ccc(/C=C2/CCCC(CN(C)C)C2=O)cc1 (centres undefined) returned DT40 TDP1 CPT 0.52µM* and TDP1 cell noCPT 0.58µM*.
Screening CCc1ccccc1NC(=O)CSc1nnc(Cn2nnc3ccccc32)n1C returned DT40 TDP1 CPT -11%, TDP1 cell noCPT -2% and GCN5L2 inh -1%.
`CCCCNC(=S)Nc1ccccc1F` gave DT40 TDP1 CPT -8%, TDP1 cell noCPT inconclusive and GCN5L2 inh 2%.
`Cn1sc(NC(=O)c2ccccc2)nc1=O` gave DT40 TDP1 CPT inconclusive, TDP1 cell noCPT -26% and GCN5L2 inh -8%.
For Nc1ncnc2c1ncn2[C@H]1C[C@H](O)[C@@H](COP(=O)(O)O)O1 the results were DT40 TDP1 CPT inconclusive, TDP1 cell noCPT inconclusive and GCN5L2 inh 2%.
`Cc1ccccc1OCc1nc2ccc(S(=O)(=O)N3CCOCC3)cc2[nH]1` gave DT40 TDP1 CPT inconclusive, TDP1 cell noCPT -21% and GCN5L2 inh -5%.
O=C(NCc1cccs1)c1csc([C@@H]2O[C@H](CO)[C@H](O)[C@H](O)[C@H]2O)n1 was read as DT40 TDP1 CPT 3% and TDP1 cell noCPT 9%.
For COC(=O)c1sccc1NC(=O)Nc1ccc(C(C)=O)cc1 the results were DT40 TDP1 CPT -26%, TDP1 cell noCPT 9% and GCN5L2 inh -1%.
`Cc1onc(-c2c(Cl)cccc2Cl)c1C(=O)N1CCN(c2ccccc2)CC1` gave DT40 TDP1 CPT inconclusive, TDP1 cell noCPT inconclusive and GCN5L2 inh -4%.
COc1ccc(CNC(=O)c2sccc2C)cc1 was read as DT40 TDP1 CPT -13%, TDP1 cell noCPT -2% and GCN5L2 inh -3%.
CCCN(C(=O)COC(=O)CCOc1ccccc1C)c1c(N)n(Cc2ccccc2)c(=O)[nH]c1=O was read as DT40 TDP1 CPT -11%, TDP1 cell noCPT -10% and GCN5L2 inh inconclusive.
CCNC(=O)c1c(NC(=O)c2nc(SC)ncc2Cl)sc2c1CCCC2 was read as DT40 TDP1 CPT -25% and TDP1 cell noCPT inconclusive.
For CCCn1c(=O)c(/C(N)=N/O)nn(-c2cccc(C(F)(F)F)c2)c1=O the results were DT40 TDP1 CPT 5%, TDP1 cell noCPT -21% and GCN5L2 inh -7%.
CCc1ccc(NC(=S)N(Cc2ccccc2)Cc2ccccn2)cc1 was read as DT40 TDP1 CPT 12µM*, TDP1 cell noCPT 4.6µM* and GCN5L2 inh -10%.
For COc1cccc(/C=C/C(=O)OCC(=O)NC2CC2)c1 the results were DT40 TDP1 CPT 5%, TDP1 cell noCPT 14% and GCN5L2 inh -4%.
CCn1cc(C(C)NC(=O)COc2ccc(Cl)cc2C)c(C)n1 (centres undefined) was read as DT40 TDP1 CPT inconclusive, TDP1 cell noCPT 21µM* and GCN5L2 inh -4%.
`COCCOC(=O)Cn1nnc2sc(-c3ccccc3)cc2c1=O` gave DT40 TDP1 CPT -24%, TDP1 cell noCPT -14% and GCN5L2 inh -9%.
For COc1cc(=O)n2c(c1C(=O)N(C)Cc1nonc1C)CCN(Cc1cccc3ccccc13)CC2 the results were DT40 TDP1 CPT 25%[9.04 µM] and TDP1 cell noCPT inconclusive.

10 compounds out of the list, arranged by number of heavy atoms, ascending:
`CCCCNC(=S)Nc1ccccc1F` gave DT40 TDP1 CPT -8%, TDP1 cell noCPT inconclusive and GCN5L2 inh 2%.
Screening COc1ccc(/C=C2/CCCC(CN(C)C)C2=O)cc1 (centres undefined) returned DT40 TDP1 CPT 0.52µM* and TDP1 cell noCPT 0.58µM*.
For COC(=O)c1sccc1NC(=O)Nc1ccc(C(C)=O)cc1 the results were DT40 TDP1 CPT -26%, TDP1 cell noCPT 9% and GCN5L2 inh -1%.
CCn1cc(C(C)NC(=O)COc2ccc(Cl)cc2C)c(C)n1 (centres undefined) was read as DT40 TDP1 CPT inconclusive, TDP1 cell noCPT 21µM* and GCN5L2 inh -4%.
`COCCOC(=O)Cn1nnc2sc(-c3ccccc3)cc2c1=O` gave DT40 TDP1 CPT -24%, TDP1 cell noCPT -14% and GCN5L2 inh -9%.
For CCCn1c(=O)c(/C(N)=N/O)nn(-c2cccc(C(F)(F)F)c2)c1=O the results were DT40 TDP1 CPT 5%, TDP1 cell noCPT -21% and GCN5L2 inh -7%.
CCc1ccc(NC(=S)N(Cc2ccccc2)Cc2ccccn2)cc1 was read as DT40 TDP1 CPT 12µM*, TDP1 cell noCPT 4.6µM* and GCN5L2 inh -10%.
`Cc1ccccc1OCc1nc2ccc(S(=O)(=O)N3CCOCC3)cc2[nH]1` gave DT40 TDP1 CPT inconclusive, TDP1 cell noCPT -21% and GCN5L2 inh -5%.
`Cc1onc(-c2c(Cl)cccc2Cl)c1C(=O)N1CCN(c2ccccc2)CC1` gave DT40 TDP1 CPT inconclusive, TDP1 cell noCPT inconclusive and GCN5L2 inh -4%.
For COc1cc(=O)n2c(c1C(=O)N(C)Cc1nonc1C)CCN(Cc1cccc3ccccc13)CC2 the results were DT40 TDP1 CPT 25%[9.04 µM] and TDP1 cell noCPT inconclusive.
